SENP7 inh = blocks the human protease SENP7; inhibition, % at 5 µM; AID 434973; Q9BQF6; recombinant SENP7, Z-RLRGG-aminoluciferin luminescence, 40 min; hit rate 1.5% among 330,000;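 active = inhibition above about 50% at the single test dose, limit read from the data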;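 also: plate controls were DMSO with enzyme for no effect and no enzyme buffer wells for full effect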
HKDC1 inhibitor = HKDC1 (human) hexokinase inhibition. Q2TB90. inhibition, % at 20 µM. hit rate 0.16% among 340,000. recombinant HKDC1, G6PDH/diaphorase resazurin coupled fluorescence;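 active = inhibition above about 35% when tested at 20 µM, limit read from the data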;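 also: plate controls were DMSO wells with enzyme for no effect and DMSO wells lacking enzyme for full effect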
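Assay system: in-house recombinant HK5 (HKDC1) enzyme. Input: HKDC1 at 5 µg/mL. Medium: Tris pH 8.0 buffer with MgCl2, Tween-20, BSA, BME. Dosing: single 20 µM dose. Schedule: 90 min reaction incubation at room temperature, dark. Signal: resazurin-to-resorufin fluorescence via G6PDH and diaphorase coupling, 525/613 nm. Controls: DMSO-enzyme wells negative, buffer-substituted wells positive.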
SENP1 inh = SENP1 (human) catalytic domain inhibition | Q9P0U3 | recombinant SENP1 catalytic domain, CyPet-SUMO1-YPet FRET cleavage | inhibition, % at 10 µM | hit rate 0.21% among 360,000 | AID 624204;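 active = inhibition at least 30% at 10 µM, raw YFP signal under a set limit, fluorescence ratio 0.5 to 1.5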;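 also: 0% = enzyme with DMSO and 100% = no enzyme wells; some results filed as inactive read as strong as hits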
Target sequence (Q9P0U3 419-644 limits assumed): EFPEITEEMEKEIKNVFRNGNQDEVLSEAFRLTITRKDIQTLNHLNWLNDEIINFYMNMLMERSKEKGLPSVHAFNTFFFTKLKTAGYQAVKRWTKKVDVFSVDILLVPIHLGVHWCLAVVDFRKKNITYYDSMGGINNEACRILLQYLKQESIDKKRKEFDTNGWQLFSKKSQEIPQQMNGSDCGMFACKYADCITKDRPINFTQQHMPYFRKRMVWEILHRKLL
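Material: hSENP1 catalytic domain, recombinant; medium: Tris pH 8 with BME, BSA, NP40 and catalase; compound: single concentration of 10 µM compound, 0.5% DMSO final; technique: FRET read of cyan and yellow fluorescence; timing: 50 min enzyme reaction, room temperature, light-protected; reagent: SFCypet-SUMO1-SFYpet substrate at 25 nM; control set: no-enzyme low, enzyme-DMSO high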
Apaf-1 inh = inhibitors of human Apaf-1 apoptosome; O14727; reconstituted apoptosome caspase-3 activity, DEVD-Rh110 fluorescence; inhibition, % at 20 µM; hit rate 0.71% among 330,000; active = inhibition of at least 40% at 20 µM;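 also: plate controls were DMSO wells for no effect and DEVD-CHO caspase inhibitor wells for full effect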
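Material: reconstituted apoptosome with Apaf-1, cytochrome c, caspase-9, procaspase-3, dATP / Buffer or medium: pH 7.5 Hepes buffer with CHAPS, BSA, DTT / Also added: cytochrome c with DEVD-Rh110 / Schedule: compound with Apaf-1, dATP, procaspase-3 30 min, then 50 min reaction, room temperature / Technique: rhodamine 110 fluorescence at Ex 480/Em 540 nm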
SENP8 block-1 = SENP8 protease inhibition; AID 2540; inhibition, % at 10 µM; purified SENP8, Z-RLRGG-aminoluciferin cleavage, luminescence; Q96LD8; hit rate 1.2% among 330,000; in the data active = inhibition above about 50%
Target sequence (Q96LD8 whole entry, looked up): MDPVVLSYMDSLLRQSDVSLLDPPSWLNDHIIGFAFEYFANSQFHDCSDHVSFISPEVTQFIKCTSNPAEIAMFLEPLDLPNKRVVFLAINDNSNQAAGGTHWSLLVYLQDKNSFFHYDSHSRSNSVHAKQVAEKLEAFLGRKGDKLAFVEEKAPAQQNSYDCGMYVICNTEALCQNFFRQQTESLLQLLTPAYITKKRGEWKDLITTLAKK
SENP6 inh = blocks the human protease SENP6; hit rate 1.8% among 330,000; Recombinant SENP6 catalytic domain, aminoluciferin luminescence; AID 2599; inhibition, % at 10 µM;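 active = inhibition above about 50% at the single tested dose, limit read from the data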;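 also: plate controls were DMSO wells with enzyme for no effect and DMSO wells lacking enzyme for full effect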
Target sequence (Q9GZR1 628-1112 limits assumed): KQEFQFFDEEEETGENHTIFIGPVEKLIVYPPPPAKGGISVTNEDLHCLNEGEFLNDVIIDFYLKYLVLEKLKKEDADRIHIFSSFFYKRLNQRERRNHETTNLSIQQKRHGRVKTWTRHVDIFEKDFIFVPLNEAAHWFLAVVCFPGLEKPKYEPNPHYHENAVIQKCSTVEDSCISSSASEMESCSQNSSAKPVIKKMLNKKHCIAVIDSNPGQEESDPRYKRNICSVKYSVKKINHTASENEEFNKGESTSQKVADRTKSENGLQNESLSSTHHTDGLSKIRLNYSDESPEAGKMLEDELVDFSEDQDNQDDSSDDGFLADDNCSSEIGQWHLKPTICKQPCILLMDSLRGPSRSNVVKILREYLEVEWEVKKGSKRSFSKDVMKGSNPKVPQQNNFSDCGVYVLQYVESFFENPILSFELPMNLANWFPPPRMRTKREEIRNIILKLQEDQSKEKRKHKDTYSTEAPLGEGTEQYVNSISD
SENP8 block-2 = blocks human SENP8 cleavage of Nedd8 substrate | recombinant SENP8, Nedd8 substrate fluorescence | inhibition, % at 20 µM | hit rate 0.64% among 360,000 | AID 602440; in the data active = inhibition mostly above about 40%, no sharp cut-off; inactive = mostly below about 27%
PfG6PD inh = PfG6PD (Plasmodium falciparum) enzyme inhibition; PfGluPho enzyme, NADPH resazurin-diaphorase fluorescence; inhibition, % at 20 µM; hit rate 0.78% among 350,000; AID 504690;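 active = inhibition reaching at least a set limit at 20 µM in the primary screen, cut at about 59% in these data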;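 also: 0% = DMSO wells with substrate and 100% = DMSO wells lacking glucose-6-phosphate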
* marks the source's active call; other numbers are inactive results; . = no result given.

Sequence of screens: SENP7 inh, HKDC1 inhibitor, SENP1 inh, Apaf-1 inh, SENP8 block-1, SENP6 inh, SENP8 block-2, PfG6PD inh
- Nc1nonc1-n1nnc(C(=O)N/N=C/c2ccccn2)c1-c1ccccc1
    -6, -1, -5, -2, -6, 5, 3, -22
- Cc1cc(C)c(C)c(S(=O)(=O)N[C@@H](C)C(=O)OCC(N)=O)c1C
    1, -4, 1, -8, 4, -17, 18, -7
- O=C(Cn1c(=O)oc2cc(S(=O)(=O)N3CCc4ccccc43)ccc21)NC1CCCC1
    -10, -4, 4, 2, -12, -6, 4, 6
- CC(=O)c1cccc(N(CC(=O)Nc2ccc(F)cc2)S(C)(=O)=O)c1
    -7, 0, -1, 14, -5, -19, 25, 4
- Cc1ccc(NC(=O)CSC2=C(C#N)C(c3ccco3)CC(=O)N2)cc1 (configuration not stated)
    8, -4, 3, 17, -6, -4, 20, -25
- CC(C)CC(OC(=O)c1cccs1)C(=O)NCC1CCCO1 (configuration not stated)
    -9, -2, -2, 5, -3, -2, 6, -6
- COc1ccccc1N(CC(=O)N1CCCCC1)S(=O)(=O)c1ccccc1
    8, -5, 1, -26, 0, -3, 8, 8
- COCCn1c(=S)[nH]c2sc3c(c2c1=O)CCCC3
    13, -4, -3, 19, 3, 13, -315, 31
- O=C(CCN1C(=O)/C(=C\c2ccc(F)cc2)SC1=S)Nc1ccccc1
    9, -1, 1, 2, -3, -25, 13, -26
- Cc1nnc(SCC(=O)N2CCN(S(=O)(=O)c3ccccc3)CC2)[nH]c1=O
    -2, -5, 0, -3, -5, 2, 12, -5
- COC(=O)c1noc(-c2ccc(OC)cc2)n1
    -8, -4, 2, 6, -30, -16, 9, -8
- CCOC(=O)c1cc2c(=O)[nH]ccc2nc1C
    -19, 4, -2, -14, -10, -15, -265, 2
- C(=N\c1nccs1)/c1cccnc1
    -3, -5, -7, -12, 2, -8, -11, 9
- Cc1ccccc1N1CC(C(=O)Nc2nnc(SCC(=O)Nc3nccs3)s2)CC1=O (configuration not stated)
    5, -7, -1, -1, 1, 3, -4, -13
- O=C(Nc1ccc(Cl)cc1)C1(S(=O)(=O)c2ccccc2)CC1
    4, 0, 0, -3, -9, -2, 12, -10
- COCc1c(C(=O)NCc2ccccc2CN2CCCC2)oc2ccccc12
    8, -4, 1, -1, 1, 6, 14, -10
- COc1ccc(S(=O)(=O)N2CCCC(C(=O)Nc3ccc(NC(=O)c4ccccn4)cc3)C2)cc1 (configuration not stated)
    4, 10, -1, 9, -10, -22, 2, -3
- Cc1ccc(-c2ccc(/C=N/NC(=S)Nc3ccccc3)o2)cc1[N+](=O)[O-]
    4, -16, 1, -18, 0, 20, 23, 4
- COc1ccc(Cl)cc1NC(=O)CN1c2ccccc2CC1C (configuration not stated)
    -2, 8, -16, 20, 3, -6, -15, 3
- O=C(c1ccc(CS(=O)c2ccccc2Cl)o1)N1CCN(c2ccccc2)CC1 (configuration not stated)
    -1, -1, 2, 9, -4, -13, 7, -5
- CSc1ccc(/C=N/NC(=O)c2sccc2C)cc1
    100*, 0, 1, -12, 92*, 94*, -158, -3
- C=CCN1C(=O)S/C(=C\c2ccc(N3CCOCC3)cc2C)C1=O
    -3, 9, -26, 8, -2, -22, 0, 5
- COc1ccc(NCN2C(=O)CCC2=O)cc1
    -7, 0, 1, 16, -6, 0, 27, 18
- CCOc1ccc(CNC(=O)CN2C(=O)C(c3ccccc3)Oc3cccnc32)cc1 (configuration not stated)
    3, -1, -23, 1, 9, 6, -19, -2
- CCCCOc1ccc(C2=CSC3=NCCN23)cc1[N+](=O)[O-]
    0, -10, 1, 5, -15, -7, 26, 37
- CC(=O)OCC1OC(OC(C)=O)C(NC(=O)c2cccnc2)C(OC(C)=O)C1OC(C)=O (configuration not stated)
    -7, -9, 0, 6, -8, -9, 17, -13
- COc1ccc(NC(=O)c2nc[nH]c2C(=O)N(C)Cc2ccccc2)cc1
    -3, -11, -1, 14, -11, 0, 21, 7
- CCC(=O)Nc1ccc2c(c1)ncn2-c1ccccc1OC
    -3, -4, 3, -7, 5, -7, 16, 10
- Cc1cc(C)nc(SCC(=O)c2c(N)n(C)c(=O)n(C)c2=O)n1
    16, -6, -2, -7, -5, 3, 9, 16
- O=S(=O)(Nc1ccc(-n2cnnn2)cc1)c1ccc(F)c(F)c1F
    3, -8, 2, -25, -1, -12, 2, -13

The final six records of the part above open the next one:
Sequence of screens: SENP7 inh, HKDC1 inhibitor, SENP1 inh, Apaf-1 inh, SENP8 block-1, SENP6 inh, SENP8 block-2, PfG6PD inh
- CCCCOc1ccc(C2=CSC3=NCCN23)cc1[N+](=O)[O-]
    0, -10, 1, 5, -15, -7, 26, 37
- CC(=O)OCC1OC(OC(C)=O)C(NC(=O)c2cccnc2)C(OC(C)=O)C1OC(C)=O (configuration not stated)
    -7, -9, 0, 6, -8, -9, 17, -13
- COc1ccc(NC(=O)c2nc[nH]c2C(=O)N(C)Cc2ccccc2)cc1
    -3, -11, -1, 14, -11, 0, 21, 7
- CCC(=O)Nc1ccc2c(c1)ncn2-c1ccccc1OC
    -3, -4, 3, -7, 5, -7, 16, 10
- Cc1cc(C)nc(SCC(=O)c2c(N)n(C)c(=O)n(C)c2=O)n1
    16, -6, -2, -7, -5, 3, 9, 16
- O=S(=O)(Nc1ccc(-n2cnnn2)cc1)c1ccc(F)c(F)c1F
    3, -8, 2, -25, -1, -12, 2, -13
- CCN(CC)c1ccc(/C=N/NC(=O)c2c(-c3ccccc3)noc2C)cc1
    4, -1, -12, 17, -6, 24, -305, 8
- Cc1ccc(S(=O)(=O)NNC(=O)c2ccc(O)cc2)cc1
    1, -9, -1, -16, 4, -4, 3, 3
- Cc1cccc(C)c1OCC(=O)N(Cc1ccc(Cl)cc1)C1CCS(=O)(=O)C1 (configuration not stated)
    3, -3, -1, 16, -10, 13, -6, 15
- CCOC(=O)C1CCN(S(=O)(=O)c2ccc3c(c2)CC(=O)N3)CC1
    -13, 0, 0, 9, -11, 1, 11, 0
- CCOC(=O)C(NC(=O)CC)(Nc1ccc(S(=O)(=O)Nc2cc(C)on2)cc1)C(F)(F)F (configuration not stated)
    3, -2, 1, 1, 1, 5, 10, -5
- CCSc1nc(=S)n(Cc2ccccc2)c(C)c1C(C)=O
    3, -8, 3, -1, -1, 7, 21, -18
- Nc1nc(-c2ccccc2)[nH]c(=O)c1N=O
    8, -6, -2, 6, -1, -21, 16, -3
- O=C(NCCC(=O)N1CCc2ccccc21)c1ccco1
    6, 2, 1, -8, 4, 16, 19, -14
- CC(=O)N1[C@H](C)C=C[C@]1(Cc1ccccc1)C(=O)NCc1cc(F)cc(C(F)(F)F)c1
    -6, -2, -1, 7, 2, 4, 9, 4
- Cn1c(=O)c2[nH]c(=O)[nH]c2n(C)c1=O
    ., -1, -1, ., ., ., 20, 6
- CCC(C)NC(=O)COC(=O)c1csc2c1CCCC2 (configuration not stated)
    -3, 0, 3, -10, -9, -4, 18, -19
- COC(=O)c1ccsc1NC(=O)c1ccco1
    -3, 3, -1, -2, -6, -9, -154, 2
- CCOC(=O)c1ccc(NC(=O)NCc2ccccc2)cc1
    0, -2, 0, -3, -2, -6, 10, 2
- Cc1nn(S(=O)(=O)c2ccc(C(C)(C)C)cc2)c(C)c1S(=O)(=O)N1CCOCC1
    4, 0, 2, -4, 1, 5, 11, -2
- NC(=O)c1cc([N+](=O)[O-])ccc1NCc1ccc(F)cc1
    4, 6, 0, 5, -7, -7, 20, 7
- Cc1ccc(COc2ccc(/C=N/O)cc2)cc1
    57*, -8, 1, 5, 45, 70*, 2, -8
- CCOc1cccc(C=NCCc2ccc(OC)c(OC)c2)c1O
    3, 5, 8, -11, -4, -20, 9, 10
- COc1ccc(-c2cc(C(=O)Nc3c(C)n(C)n(-c4ccccc4)c3=O)c3ccccc3n2)cc1OC
    4, -4, -2, 9, 5, -2, -157, 11
- COc1ccc(OC)c(-c2cc(C(F)(F)F)c3c(n2)sc2c(O)cc(=O)[nH]c23)c1
    2, -8, -26, 8, 7, -3, -383, -19
- COc1ccc2nc(N/C(N)=N/C(=S)Nc3c(C)cccc3C)nc(C)c2c1
    6, -2, -10, 7, -1, 4, -383, -7
- Cc1cc(=O)oc2c3c(cc(OCC(=O)NCc4ccccn4)c12)OC(C)(C)CC3
    -3, 18, 3, 2, 0, -4, -146, 5
- Cc1cc(C)n2nc(C(=O)OCC(=O)Nc3cc(S(=O)(=O)N4CCOCC4)ccc3Cl)nc2n1
    ., 0, 1, ., ., ., 6, -7
- Cc1nn(C)c(Cl)c1CN1CCC(Oc2ccc(C(=O)N3CCCC3)cc2)CC1
    -8, -10, -5, -16, -3, -2, -4, -4
- Cc1ccc(CC(=O)NCCc2ccc(S(N)(=O)=O)cc2)cc1
    1, -6, 2, -9, -1, -2, 22, -7
- C=CCNC(=O)c1onc(CSc2ccccc2)c1C(=O)NCC=C
    -9, -1, 1, 4, -6, -7, 25, -7
- O=C(Cc1ccc([N+](=O)[O-])cc1)NCc1ccc2c(c1)OCO2
    8, -11, 1, 5, -4, 8, 15, 19
- COc1ccccc1CNS(=O)(=O)c1ccc2c(c1)oc(=O)n2C
    -2, -3, 1, -7, 7, -2, 11, 2

Single records (already shown).
Cc1ccc(CC(=O)NCCc2ccc(S(N)(=O)=O)cc2)cc1 across the screens: SENP7 inh = 1; HKDC1 inhibitor = -6; SENP1 inh = 2; Apaf-1 inh = -9; SENP8 block-1 = -1; SENP6 inh = -2; SENP8 block-2 = 22; PfG6PD inh = -7
COc1ccccc1CNS(=O)(=O)c1ccc2c(c1)oc(=O)n2C across the screens: SENP7 inh = -2; HKDC1 inhibitor = -3; SENP1 inh = 1; Apaf-1 inh = -7; SENP8 block-1 = 7; SENP6 inh = -2; SENP8 block-2 = 11; PfG6PD inh = 2
